D1 agonist: activates the human D1 dopamine receptor; HEK293 T-REx D1 cells, calcium flux, agonist mode; activation, % at 2 µM; hit rate 1% among 360,000; in the data active means activation above about 30%; further: 0% is about no effect
Target sequence (P21728 whole entry, looked up): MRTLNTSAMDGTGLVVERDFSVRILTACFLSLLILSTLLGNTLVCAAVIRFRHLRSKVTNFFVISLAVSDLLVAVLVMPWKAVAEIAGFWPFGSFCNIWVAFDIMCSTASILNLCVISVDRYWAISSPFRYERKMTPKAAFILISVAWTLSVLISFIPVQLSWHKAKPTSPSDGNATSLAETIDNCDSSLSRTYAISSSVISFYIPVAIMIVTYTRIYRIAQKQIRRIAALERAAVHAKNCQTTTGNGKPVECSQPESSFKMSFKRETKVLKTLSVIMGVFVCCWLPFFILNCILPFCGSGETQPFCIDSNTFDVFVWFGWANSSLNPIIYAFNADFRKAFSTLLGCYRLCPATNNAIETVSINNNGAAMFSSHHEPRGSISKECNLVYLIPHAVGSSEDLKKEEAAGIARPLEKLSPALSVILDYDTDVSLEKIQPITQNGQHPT
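Inducible HEK293 T-REx D1 cells, force-coupled to calcium signalling, were plated at 4000 cells/well with tetracycline and held overnight at 30 C. After no-wash calcium dye loading, compound-evoked calcium rise over 180 s flagged agonists.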
D1 antag: blocks dopamine activation of the human D1 receptor | P21728 | hit rate 3.2% among 360,000 | HEK293 TREx D1 cells, calcium flux, dopamine EC80; stronger effect = lower value | activity change, negative = inhibition, % at 10 µM; in the data active means activity change below about -30%; further: on the % scale 0 is the no-effect control and ±100 the full control effect
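Kinetic fluorescence of a calcium dye serves as the read-out. D1-expressing Hek293 Trex cells, induced overnight at 30 C, are exposed to compound for 180 s before an EC80 dopamine addition, then read 180 s further.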
D2 antag: D2 dopamine receptor (human) antagonism; HEK293 TREx D2 cells, calcium flux, dopamine EC80; hit rate 2% among 340,000; inhibition, % at 10 µM; P14416; in the data active means inhibition above about 30%; further: 0% is about no effect
Target sequence (P14416 whole entry, looked up): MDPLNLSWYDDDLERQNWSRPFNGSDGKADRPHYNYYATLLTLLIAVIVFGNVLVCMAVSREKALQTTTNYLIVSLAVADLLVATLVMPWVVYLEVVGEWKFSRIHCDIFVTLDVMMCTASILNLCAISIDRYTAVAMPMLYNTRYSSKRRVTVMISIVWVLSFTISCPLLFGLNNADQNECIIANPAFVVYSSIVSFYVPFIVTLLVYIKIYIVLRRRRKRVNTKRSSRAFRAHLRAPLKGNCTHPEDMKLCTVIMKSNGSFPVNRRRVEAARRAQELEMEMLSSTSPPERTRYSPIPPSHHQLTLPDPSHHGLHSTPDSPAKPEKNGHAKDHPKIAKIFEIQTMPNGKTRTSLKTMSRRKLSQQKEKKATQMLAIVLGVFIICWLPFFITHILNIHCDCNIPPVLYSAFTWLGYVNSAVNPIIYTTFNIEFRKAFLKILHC
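Calcium flux kinetic readout in an inducible HEK293 TREx D2 line plated overnight at 30 C. After 180 s compound exposure, an EC80 dopamine challenge follows with another 180 s kinetic read to detect antagonism.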
TRHR enhancer: TRH receptor (human) allosteric enhancement; P34981; TRHR cells, fluo-8 calcium fluorescence, EC20 TRH enhancement; enhancement, % at 2 µM; hit rate 0.66% among 360,000; in the data active means enhancement above about 30%; further: 0% is about no effect
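Enhancer read-out: after compound pinning and an initial kinetic agonist-mode read, an EC20 of TRH (10 nM final) was injected and fluo-8 calcium signal (Ex 480/Em 530) followed at 1 s/cycle for 100 cycles in TRHR-expressing cells.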
RXFP1 ag: agonists of human relaxin receptor RXFP1; Q9HBX9; HEK293T-RXFP1 cAMP TR-FRET, 30 min; response scale: percent of porcine relaxin response, buffer zero; Potency, µM (titrated, usually from 57.5 µM), for the others: at the highest dose activation, usual class: activators; hit rate 0.3% among 370,000; AID 2676; active means well fitted activation curve with a large enough effect; inconclusive means small, poorly fitted or top-dose-only effect; further: potency means the concentration at half of the fitted maximal effect; on the % scale 0 is the no-effect control and ±100 the full control effect; nearly all actives have a fitted effect of over 60% in size; many of its hits are not listed in these tables
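HEK293 cells stably expressing RXFP1, treated 30 min at 37C with compounds plus PDE4 inhibitor Ro 20174; cAMP measured by HTRF TR-FRET. Normalized to buffer and 29 nM porcine relaxin; EC50 by Hill fit.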
RXFP1 antag: antagonists of human relaxin receptor RXFP1; HEK293-RXFP1, relaxin-stimulated cAMP HTRF, 30 min; stronger effect = lower value; AID 1259400; hit rate 0.59% among 350,000; Q9HBX9; activity change, negative = inhibition, % at 57.5 µM;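 active means activity change of -60% or lower, but not beyond a set lower limit; inconclusive means change between -60% and -40%, or beyond the set limit; inactive means change above -40%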; further: on the % scale 0 is the no-effect control and ±100 the full control effect
D1 potentiator: potentiators of human D1 dopamine receptor. P21728. HEK293 TREx D1 cells, calcium flux, dopamine EC20 potentiation. potentiation, % at 10 µM. hit rate 0.036% among 360,000; in the data active means potentiation above about 30%; further: 0% is about no effect
D2 ag: agonists of human D2 dopamine receptor. P14416. HEK293 T-REx D2 cells, calcium flux agonist mode. activation, % at 2 µM. hit rate 0.53% among 340,000;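 active means activation over 3 SD above normal in the single-dose calcium agonist read, cut at about 30% in these data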; further: 0% is about no effect
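In this primary screen, compounds producing a positive calcium signal within 180 s of addition to tetracycline-induced, force-coupled HEK293 Trex D2 cells are flagged; cells are dye-loaded with a no-wash calcium kit beforehand.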
D2 PAM: positively modulates the human D2 dopamine receptor allosterically | P14416 | HEK293 T-REx D2, calcium flux, EC20 dopamine potentiation | potentiation, % at 10 µM | hit rate 0.34% among 340,000;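 active means potentiation over 3 SD above the plate norm, cut at about 30% in these data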; further: 0% is about no effect
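Using a no-wash calcium dye in inducible, force-coupled HEK293 Trex cells expressing D2, we tracked fluorescence each second for 180 s after compound, then for 180 s after EC20 dopamine to detect augmented signalling.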
* hit, by the source's call; ? = inconclusive; nt = not tested or not shown; [ ] = dose if it differs, or a comment.

The opening two records, to show the layout:
Screens by letter – A = D1 agonist; B = D1 antag; C = D2 antag; D = TRHR enhancer; E = RXFP1 ag; F = RXFP1 antag; G = D1 potentiator; H = D2 ag; I = D2 PAM
O=C(Nc1cccnc1)c1ccccc1-c1nc(-c2ccccc2F)no1
  A: 2.3	B: -4.9	C: -14.2	D: -1.8	E: 0.0%	F: 2.9	G: -2.6	H: 0.2	I: -1.4

CCOC(=O)N1CCC(NC(=O)CS(=O)(=O)Cc2nc(-c3ccccc3C)oc2C)CC1
  A: 2.2	B: -18.2	C: -5.2	D: 1.9	E: 0.2%	F: -0.8	G: 0.1	H: 0.1	I: -2.0

The listing, from the start:
Screens by letter – A = D1 agonist; B = D1 antag; C = D2 antag; D = TRHR enhancer; E = RXFP1 ag; F = RXFP1 antag; G = D1 potentiator; H = D2 ag; I = D2 PAM
O=C(Nc1cccnc1)c1ccccc1-c1nc(-c2ccccc2F)no1
  A: 2.3	B: -4.9	C: -14.2	D: -1.8	E: 0.0%	F: 2.9	G: -2.6	H: 0.2	I: -1.4

CCOC(=O)N1CCC(NC(=O)CS(=O)(=O)Cc2nc(-c3ccccc3C)oc2C)CC1
  A: 2.2	B: -18.2	C: -5.2	D: 1.9	E: 0.2%	F: -0.8	G: 0.1	H: 0.1	I: -2.0

COc1ccc(S(=O)(=O)N(CCc2ccccc2)CC(N)=O)cc1
  A: 3.9	B: -26.8	C: -8.4	D: 22.6	E: -2.2%	F: 7.8	G: -3.6	H: 0.0	I: 4.6

CCCC(=O)N(c1ccc2oc3c(c2c1)CCCC3)S(=O)(=O)c1cc(C)ccc1C
  A: 1.5	B: -45.9*	C: nt	D: -1.6	E: 3.1%	F: nt	G: -2.9	H: 0.9	I: -3.5

CCS(=O)(=O)c1ccc2c(c1)N(S(C)(=O)=O)CC(C(=O)NCc1ccccc1OC)O2 (configuration not stated)
  A: 5.2	B: 8.0	C: -4.7	D: -0.5	E: -0.4%	F: 4.1	G: -5.3	H: 0.4	I: 21.4

CCOC(=O)c1c(C)n(C)c2c(C)cc(O)c(OC(C)=O)c12
  A: 0.0	B: -2.5	C: -5.0	D: -8.9	E: -0.7%	F: -2.9	G: -4.1	H: 0.6	I: -1.1

C=CCSc1nc2ccccc2[nH]1
  A: 1.0	B: -8.9	C: 13.7	D: 1.3	E: -2.0%	F: 4.8	G: -5.5	H: 0.1	I: -5.2

O=C(NCc1cccc(Cl)c1)C1CCN(S(=O)(=O)c2ccc(F)cc2)CC1
  A: 2.7	B: -15.7	C: 0.2	D: -2.1	E: 1.3%	F: -15.0	G: -4.5	H: -0.2	I: -3.4

CC(Oc1ccccc1)C(=O)Nc1cccc(NC(=O)c2ccco2)c1 (configuration not stated)
  A: 2.5	B: -14.0	C: -9.6	D: 2.0	E: 5.3%	F: -3.4	G: -3.9	H: -0.2	I: -2.7

NS(=O)(=O)c1ccc(Nc2ccc([N+](=O)[O-])c3nonc23)cc1
  A: 6.8	B: 4.0	C: -0.5	D: 7.1	E: -35.2%[inhibitor]	F: -4.9	G: 0.8	H: 1.9	I: 7.9

COC(=O)c1ccc(COC(=O)c2ccccc2OC)cc1
  A: 3.2	B: -11.6	C: 6.6	D: 0.3	E: -1.9%	F: -1.1	G: -8.5	H: 0.5	I: 2.0

CCCc1cc(C(=O)Nc2c(C)nn(Cc3c(Cl)cccc3Cl)c2C)no1
  A: 3.7	B: -19.5	C: nt	D: 5.2	E: 5.3%	F: -10.4	G: 0.0	H: 0.0	I: 5.3

CC(=O)c1cccc(NC(=S)NC(=O)c2ccccc2Br)c1
  A: 4.1	B: 4.5	C: -13.7	D: -3.4	E: 4.9%	F: -3.1	G: 0.3	H: -0.9	I: 11.0

COCCNC(=O)C(C)OC(=O)c1nsc(Cl)c1Cl (configuration not stated)
  A: -0.5	B: 6.6	C: -18.0	D: -0.8	E: 3.0%	F: 7.8	G: -4.5	H: 0.3	I: 12.8

Cc1nnc2sc(SCc3ccc(Cl)cc3)nn2c1=O
  A: -0.2	B: 7.7	C: -3.9	D: -10.6	E: 4.4%	F: 1.3	G: 2.4	H: -0.2	I: 8.8

CCC(=O)Nc1cc(-c2nn(C)c(=O)c3ccccc23)ccc1OC
  A: 2.5	B: -1.5	C: -0.8	D: 4.7	E: 0.6%	F: 3.6	G: -0.2	H: -0.3	I: 0.4

COc1ccc(N=C2NC(=O)/C(=C/c3ccco3)S2)cc1
  A: -0.6	B: 6.4	C: -4.7	D: -4.9	E: -1.1%	F: -9.9	G: -1.4	H: -2.3	I: -10.2

Cc1nnc(N/N=C/c2ccc(Br)cc2)n1N
  A: 2.2	B: 5.2	C: -1.2	D: -1.3	E: -2.4%	F: 11.1	G: 11.1	H: 0.3	I: 5.7

Cc1ccc(NCC(=O)N/N=C/c2c[nH]c3ccccc23)cc1
  A: 1.5	B: -7.4	C: 8.7	D: 4.5	E: 0.7%	F: -16.5	G: -7.5	H: 0.9	I: 3.3

CC(=O)c1cccc(CN2CCN(C3CCCCC3)C(CCO)C2)c1 (configuration not stated)
  A: 1.9	B: -1.5	C: 24.3	D: -1.1	E: -2.3%	F: -8.6	G: 1.9	H: -0.1	I: -19.5

O=C(NCC1COc2ccccc2O1)c1ccc(Cl)c(S(=O)(=O)N2CCOCC2)c1 (configuration not stated)
  A: 3.2	B: 1.2	C: 30.6*	D: 6.7	E: 1.4%	F: -6.7	G: 9.2	H: 0.9	I: -1.1

CC(C)C(=O)N(Cc1ccc(F)cc1)Cc1nc2ccccc2c(=O)[nH]1
  A: 0.3	B: 0.0	C: 3.1	D: 0.8	E: -0.7%	F: -5.7	G: -0.9	H: 0.2	I: 2.6

COc1ccc(C(=O)O/N=C/c2c(C(F)(F)F)nn(C)c2SCc2ccccc2Cl)cc1
  A: 5.5	B: -9.3	C: -27.6	D: 1.9	E: 5.9%	F: 0.6	G: -4.4	H: 0.2	I: 0.9

CCOC(=O)C(=CNc1cccnc1Oc1ccc(C)c2c1CCC2)C(=O)OCC
  A: 16.9	B: 30.4	C: 9.9	D: 0.9	E: -0.3%	F: -21.7	G: 1.6	H: 1.9	I: 1.0

CC(=O)Nc1nnc(-c2ccco2)o1
  A: 3.7	B: -2.0	C: 0.0	D: 1.2	E: 0.7%	F: -4.9	G: -4.0	H: 0.2	I: 1.3

Single records (already shown):
O=C(Nc1cccnc1)c1ccccc1-c1nc(-c2ccccc2F)no1 is listed with D1 agonist = 2.3; D1 antag = -4.9; D2 antag = -14.2; TRHR enhancer = -1.8; RXFP1 ag = 0.0%; RXFP1 antag = 2.9; D1 potentiator = -2.6; D2 ag = 0.2; D2 PAM = -1.4
O=C(NCc1cccc(Cl)c1)C1CCN(S(=O)(=O)c2ccc(F)cc2)CC1 is listed with D1 agonist = 2.7; D1 antag = -15.7; D2 antag = 0.2; TRHR enhancer = -2.1; RXFP1 ag = 1.3%; RXFP1 antag = -15.0; D1 potentiator = -4.5; D2 ag = -0.2; D2 PAM = -3.4

Other compounds follow:
Values run as follows: D1 agonist	D1 antag	D2 antag	TRHR enhancer	RXFP1 ag	RXFP1 antag	D1 potentiator	D2 ag	D2 PAM
CC(C)(C)c1ccc(-c2nc(S(=O)(=O)c3ccccc3)c(N3CCOCC3)o2)cc1
 : 1.7	4.2	nt	2.9	0.2%	8.4	-1.1	0.3	2.4
COc1ccc(CCC(=O)NCCc2csc(-c3ccc(F)cc3)n2)cc1
 : -1.5	-12.6	nt	3.7	-3.2%	-14.5	-0.2	-0.2	21.6
O=C(Nc1cccc([N+](=O)[O-])c1)c1ccc(CSc2ccccc2)cc1
 : 9.6	-29.1	-1.5	12.3	3.6%	-1.2	-5.8	-0.3	-5.8
CCN1CCN(c2nnc(-c3ccc(C)cc3)c3ccccc23)CC1
 : 0.5	0.4	1.7	-3.1	-2.7%	-0.9	-1.4	0.7	7.8
COC(=O)c1ccccc1NC(=O)N1CCN(c2ccccc2)CC1
 : 1.7	-14.9	nt	0.8	2.6%	-0.7	-0.2	nt	nt
CCCCN(C(=O)c1ccc(N2C(=O)c3ccccc3C2=O)cc1)c1c(N)n(CC(C)C)c(=O)[nH]c1=O
 : 1.9	-6.7	-13.3	7.1	0.9%	-9.7	3.6	0.2	4.0
Cc1cc(OC(C)C(=O)N2CCN(c3ccc(F)cc3)CC2)c2c(C)c(C)c(=O)oc2c1 (configuration not stated)
 : 1.4	-0.7	-20.2	3.2	3.7%	-7.9	-0.7	0.2	7.6
O=C(O)c1ccc(NS(=O)(=O)c2ccc3c(c2)C2C=CCC2C(c2ccccc2F)N3)cc1 (configuration not stated)
 : 0.0	-34.9*	-3.6	6.1	-3.1%	-21.5	-1.9	-1.2	3.5
O=C1CC(c2cccs2)Cc2nc(NC(=O)C3CC3)ncc21 (configuration not stated)
 : 2.6	2.3	8.5	3.5	-1.4%	17.1	8.7	-0.1	3.2
CC1C(=O)C(C)C(c2ccc(O)cc2)NC1c1ccc(O)cc1 (configuration not stated)
 : 4.6	2.8	-21.2	0.6	-1.7%	-11.7	-3.5	0.4	-4.8
Cn1ccnc1C(O)c1ccco1 (configuration not stated)
 : 2.9	-1.1	-2.8	1.8	-0.1%	-0.1	-3.7	-2.1	7.2
CCc1ccc(NC(=O)C2CCN(c3c(N4CCCC4)c(=O)c3=O)CC2)cc1
 : -0.5	-12.4	2.1	6.5	-3.4%	19.6	0.5	0.4	3.0
O=C(NC1CC1)C1=C[C@@H](C2CC2)C[C@@H](OCc2ccc(CO)cc2)O1
 : 3.0	11.6	-18.8	-1.0	1.3%	nt	4.7	0.3	12.1
Cc1cc(C)n(-c2nc3ccccc3nc2Nc2ccc3[nH]c(=O)[nH]c3c2)n1
 : 4.2	19.2	-3.4	-8.1	0.3%	-16.2	12.1	0.2	-6.8
Cc1nnc(SCC(=O)NNC(=O)COc2ccc(Cl)cc2)n1C
 : 1.2	4.7	-13.9	2.3	3.3%	-5.4	-5.7	0.6	-4.8
CCCOc1ccc(C(C)=O)cc1CC(C(=O)OCC)C(=O)OCC
 : -1.4	-8.9	-6.4	1.0	1.0%	5.0	-1.7	0.8	6.3
Cc1cc(C)cc(OCC(=O)N2CCC(c3nc4ccccc4o3)CC2)c1
 : -0.5	-6.2	nt	-2.5	-2.6%	?	0.3	-1.6	13.2
O=c1c(-c2ccc(F)cc2)[n+]([O-])c2ccccc2n1OCc1ccccn1
 : 2.4	9.5	-1.9	-9.0	-1.4%	7.1	-14.4	0.0	-20.4

Screens: PubChem, National Center for Advancing Translational Sciences (NCATS)

This is a subset. The share of hits here may be higher or lower than overall.
